# S100A4 inh HTS – inhibitors of human S100A4 binding to myosin IIA peptide; P26447; AID 652163; inhibition, % at 10.7 µM; S100A4/TAMRA-MyoIIA peptide fluorescence polarization; actives 0.14% (n = 360,000);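 active = mean inhibition of at least 70% across replicates, with every replicate also reaching that level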
# Target sequence (P26447 whole entry, looked up): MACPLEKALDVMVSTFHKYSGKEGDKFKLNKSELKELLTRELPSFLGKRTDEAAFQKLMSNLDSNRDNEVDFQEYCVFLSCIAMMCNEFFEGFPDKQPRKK
#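 Test system: S100A4 monomer protein; Medium: HEPES pH 7.2 with CaCl2, KCl, NaCl, DTT, Triton; Probe or stimulus: TAMRA-labelled myosin IIA heavy-chain peptide probe, 5 nM; Doses: one dose per compound; Times: polarization read 5 min after assay mix addition, stable 5–60 min; Benchmarks: neutral control DMSO, positive control TFP.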
# RAD54 inh – inhibitors of human RAD54 branch migration; RAD54 Holliday junction branch migration, FAM/BHQ fluorescence; inhibition, % at 10.4 µM; Q92698; AID 602329; actives 0.14% (n = 360,000);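 active = mean normalized replicate activity at least 40 and at least half of replicates scoring 40 or more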;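 note: 0% = median of neutral control wells and 100% = median of positive control wells; inhibitors cause a drop in the FAM fluorescence signal; in these data hits start at about 50%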
# esBAF inh – SWI/SNF esBAF complex inhibition. actives 2% (n = 350,000). reporter increase, % at 12.5 µM. mouse ES cells, Bmi1-luciferase knock-in reporter, 24 h; 100% = twice the neutral-well signal; in the data active = activation above about 40%;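 note: 0% = median of the plate's neutral control wells and 100% = double that signal; a rise in the Bmi1 reporter signal indicates esBAF inhibition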
# EWS-Fli block – EWS/Fli transcriptional activity inhibition; A673 NR0B1-luciferase reporter, viability-normalised; inhibition, % at 12.6 µM; actives 0.67% (n = 350,000);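 active = mean inhibition of at least 50% after viability correction, with every replicate also passing that limit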;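 note: firefly luciferase signal divided by Alamar Blue viability fluorescence both relative to DMSO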
# E-selectin induc – E-selectin induction on HUVECs; P16581; HUVEC E-selectin immunofluorescence imaging; normalized: neutral wells 0, TNF-alpha wells 100; activation, % at 7.58 µM; actives 0.37% (n = 260,000); AID 686992;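 active = mean E-selectin-positive cell signal at least 10% of the positive control, reached in at least 60% of replicates, without over 20% cell loss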;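 note: in these data hits start at about 27%; measured in HUVEC primary endothelial cells; signal is the percent of cells scored E-selectin positive by PE staining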
#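 assay system = HUVEC, human umbilical vein endothelial cells | input = 3,000 HUVEC seeded per well | medium = EGM-2 growth medium on 0.1% gelatin-coated wells | dosing = one compound dose added by pin transfer | signal = immunofluorescence imaging | read-out basis = % PE-positive cells | control set = TNF-alpha, DMSO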
# Xi reactivation – reactivates the inactive X chromosome in mouse fibroblasts; actives 0.055% (n = 360,000); AID 743238; XiGFP mouse fibroblasts, % GFP-positive cells imaging, 3 d; cells co-treated with 5-aza-dC sensitizer; scaled so ellipticine positive control = 100%; activation, % at 7.58 µM;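 active = mean normalized replicate activation at least 10% and every replicate at or above 10%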;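 note: 0% = median of on-plate neutral control wells and 100% = ellipticine 6 µM median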
#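 Material: XiGFP fibroblasts, SV40-immortalized. Buffer or medium: DMEM plus 5-aza-dC sensitizer. Compound: single concentration per compound, delivered by pin transfer. Times: 3 days compound exposure. Controls: ellipticine 6 µM.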
# RAD52 anneal inh – RAD52 (human) annealing inhibition | actives 0.46% (n = 360,000) | inhibition, % at 18.7 µM | recombinant RAD52 DNA annealing, FRET fluorescence | P43351 | AID 651710;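 active = every replicate showing at least 50% inhibition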
# Target sequence (P43351 whole entry, looked up): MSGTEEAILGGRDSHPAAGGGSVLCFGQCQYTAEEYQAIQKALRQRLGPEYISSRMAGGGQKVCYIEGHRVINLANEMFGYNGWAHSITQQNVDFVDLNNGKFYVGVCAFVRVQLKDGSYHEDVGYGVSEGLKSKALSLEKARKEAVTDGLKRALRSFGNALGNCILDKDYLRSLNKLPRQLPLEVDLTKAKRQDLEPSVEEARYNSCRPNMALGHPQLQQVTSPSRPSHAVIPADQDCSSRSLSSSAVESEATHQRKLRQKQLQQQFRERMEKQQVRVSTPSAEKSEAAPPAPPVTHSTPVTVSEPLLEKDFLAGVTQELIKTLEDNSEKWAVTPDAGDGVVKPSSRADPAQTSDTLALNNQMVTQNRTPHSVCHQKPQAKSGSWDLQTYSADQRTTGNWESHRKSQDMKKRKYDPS
# FN deposition inh – fibronectin deposition inhibition. AH1F fibroblasts, Alexa488-fibronectin deposition fluorescence, overnight. inhibition, % at 12.6 µM. actives 0.086% (n = 350,000). AID 743247;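 active = mean inhibition across replicates of 30% or more, regardless of how many single replicates reach that level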;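 note: positive control wells lacked labelled fibronectin entirely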
#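 Material: AH1F fibroblasts assembling fluorescent fibronectin matrix; amount: 10000 AH1F cells/well; medium: DMEM, 2% serum; reagent: Alexa488-fibronectin, 24 nM final in well; dosing: single compound dose, delivered by pin transfer; incubation: 1 h adhesion, overnight exposure; detection: fluorescence after three HBSS washes, excitation 485 nm, emission 525 nm; measure: fibronectin deposition inhibition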
# Starred values were filed as active, the others as inactive; i = inactive; x = no result given; & = joins results of further samples.
entry	Compound	S100A4 inh HTS	RAD54 inh	esBAF inh	EWS-Fli block
1	O=C(Cc1ccncc1)N[C@@H]1CC[C@@H](CCn2cc(-c3ccccc3F)nn2)O[C@@H]1CO	6	-5	0	-4
2	CCCOc1ccc(CNC(=O)Cn2ncc3ccccc32)cc1	-2	-6	x	-31
3	O=c1cc(NCCc2ccccc2)c2ccccc2o1	-2	x	x	-53
4	CCCNC(=O)C[C@H]1CC[C@H]2[C@@H](COC[C@H](O)CN2C(=O)CC)O1	1	3	5	x
5	CCOP(=O)(OCC)c1nc(-c2cccc3ccccc23)oc1N1CCCCC1	-2	x	x	4
6	COc1cccc(NC(=O)CN(C)C(=O)c2ccc(NC3CC3)c([N+](=O)[O-])c2)c1	-4	-2	-2	0
7	Cc1ccc(C)c(OCCC(=O)OCC(=O)Nc2cc(S(=O)(=O)N3CCCCC3)ccc2C)c1	-5	2	0	3
8	O=C(O)c1cc(Cl)ccc1-c1ccc(/C=C/c2cc(C(F)(F)F)[nH]c(=O)n2)o1	-20	x	x	10
9	COc1cc(/C=N/Nc2ccnc(=O)[nH]2)ccc1O	0	2	2	12
10	O=C(CSC1=NS(=O)(=O)c2cc(F)ccc2N1)Nc1ccccc1	1	x	x	3
11	Clc1cccc(CN2CCc3c([nH]c4ccccc34)C2)c1	-3	-5	5	25
12	C[C@H](CO)N1C[C@H](C)[C@H](CN(C)Cc2ccccc2)Oc2c(NC(=O)Nc3cccc4ccccc34)cccc2C1=O	-3	0	1	13

entry	E-selectin induc	Xi reactivation	RAD52 anneal inh	FN deposition inh
1	-0.5	-0.2	-17	-1
2	2.9	0.1	-5	-7
3	x	0.0	-4	x
4	0.0	0.3	-21	2
5	-0.1	0.3	-4	2
6	x	-0.1	-13	3
7	x	1.0	-9	-5
8	x	0.1	i	-9
9	0.1	0.0	-6	-2
10	x	0.1	2	2
11	0.1	0.0	-8	-5
12	-0.3	0.1	12	x

# The list goes on, starting with the last 2 of the part before.
entry	Compound	S100A4 inh HTS	RAD54 inh	esBAF inh	EWS-Fli block
11	Clc1cccc(CN2CCc3c([nH]c4ccccc34)C2)c1	-3	-5	5	25
12	C[C@H](CO)N1C[C@H](C)[C@H](CN(C)Cc2ccccc2)Oc2c(NC(=O)Nc3cccc4ccccc34)cccc2C1=O	-3	0	1	13
13	Cc1ccc(N(C(C)C(=O)N2CCCC2)S(C)(=O)=O)cc1 (configuration not stated)	0	-2	0	6
14	COc1ccc(CCCC(=O)N/N=C/c2ccccc2OC)cc1	1	x	x	4
15	O=C(CN1C(=O)COc2ccc(S(=O)(=O)N3CCCCC3)cc21)NCc1ccc(F)cc1	-3	x	x	x
16	Cc1ccc(CNC(=O)C2CC3Cn4c(nc5cc(C)c(C)cc54)C3N2C)o1 (configuration not stated)	-1	-1	11	0
17	CCOc1ccc(C2C(C(=O)c3ccco3)=C(O)C(=O)N2CCN2CCOCC2)cc1 (configuration not stated)	-10	0	16	-13
18	CC(C)C[C@H]1CN=C(Nc2ccccc2)N1CC1CCCCCC1	-4	4	-2	14
19	CCn1c(CNC(=O)Cc2ccc(OC)cc2)nnc1SCC(=O)c1ccccc1	3	x	x	3
20	C/C=C/c1cnc2c(c1)C(=O)N([C@@H](C)CO)C[C@H](C)[C@@H](CN(C)S(=O)(=O)c1ccc(F)cc1)O2	-1	0	2	1
21	N#C[C@H]1[C@H](c2ccc(-c3cccnc3)cc2)[C@@H](CO)N1C(=O)C1CCC1	-21	13	8	10
22	CCN(CC(=O)O)S(=O)(=O)c1cc(Cl)ccc1Cl	5	2	-1	x
23	CCOc1ccc(NC(=O)CN(C)C(=O)C2CC(=O)N(c3cccc(SC)c3)C2)cc1OCC (configuration not stated)	6	-8	-2	4
24	CSc1ccccc1OCc1cc(C(=O)NCCc2nc(C)cc(C)n2)no1	-4	5	34	x

entry	E-selectin induc	Xi reactivation	RAD52 anneal inh	FN deposition inh
11	0.1	0.0	-8	-5
12	-0.3	0.1	12	x
13	-0.1	0.1	-17	-12
14	-0.6	0.0	-7	5
15	x	0.0	-4	4
16	0.1	0.0	-21	5
17	x	0.0	-15	-5
18	0.0	0.0	0	-11
19	3.8	0.1	-17	7
20	0.3	-0.6	-9	x
21	2.7	-0.2	-135	-14
22	x	x	-12	x
23	21	0.2	-12	-3
24	x	0.1	-16	13

# Results in RAD52 anneal inh, for some of the entries so far:
cpd	compound	RAD52 anneal inh
18	CC(C)C[C@H]1CN=C(Nc2ccccc2)N1CC1CCCCCC1	0
24	CSc1ccccc1OCc1cc(C(=O)NCCc2nc(C)cc(C)n2)no1	-16
17	CCOc1ccc(C2C(C(=O)c3ccco3)=C(O)C(=O)N2CCN2CCOCC2)cc1 (configuration not stated)	-15
14	COc1ccc(CCCC(=O)N/N=C/c2ccccc2OC)cc1	-7
13	Cc1ccc(N(C(C)C(=O)N2CCCC2)S(C)(=O)=O)cc1 (configuration not stated)	-17
16	Cc1ccc(CNC(=O)C2CC3Cn4c(nc5cc(C)c(C)cc54)C3N2C)o1 (configuration not stated)	-21

# Compound profiles, from the list above.
# Profile of Cc1ccc(N(C(C)C(=O)N2CCCC2)S(C)(=O)=O)cc1 (configuration not stated) → S100A4 inh HTS = 0; RAD54 inh = -2; esBAF inh = 0; EWS-Fli block = 6; E-selectin induc = -0.1; Xi reactivation = 0.1; RAD52 anneal inh = -17; FN deposition inh = -12
# Profile of CCn1c(CNC(=O)Cc2ccc(OC)cc2)nnc1SCC(=O)c1ccccc1 → S100A4 inh HTS = 3; RAD54 inh = x; esBAF inh = x; EWS-Fli block = 3; E-selectin induc = 3.8; Xi reactivation = 0.1; RAD52 anneal inh = -17; FN deposition inh = 7

# New compounds follow
entry	Compound	S100A4 inh HTS	RAD54 inh	esBAF inh	EWS-Fli block
25	CO[C@@H]1CN(C)C(=O)c2ccc(NC(=O)C3CC3)cc2OC[C@@H](C)N(C(=O)c2cccnc2)C[C@@H]1C	-3	1	1	1
26	CC(NCCC1(Cc2ccccc2Cl)CCOC(C)(C)C1)c1cccs1 (configuration not stated)	-1	-3	6	16
27	CO[C@H]1CN(C)C(=O)c2cc(NC(=O)C3CC3)ccc2OC[C@@H](C)N(Cc2ccccc2)C[C@@H]1C	5	0	8	13
28	CN(C)S(=O)(=O)c1cc(NC(=O)CN2CCN(c3ccccc3F)CC2)ccc1Cl	1	1	2	5
29	Cc1cccc(NC(=O)Cn2cc(C=O)c3ccccc32)c1	-17	8	3	-2
30	CCCCn1c(N)c(N(CC(C)C)C(=O)C2CC(=O)N(c3ccccc3C(C)CC)C2)c(=O)[nH]c1=O (configuration not stated)	-4	2	-2	-7
31	CCCNC(=O)C[C@@H]1CC[C@H]2[C@H](COc3ccc(NS(=O)(=O)c4ccccc4C)cc3C(=O)N2C)O1	11	-2	1	3
32	O=C(Nc1nc2ccccc2[nH]1)c1ccc(Cl)cc1	-1	-1	-27	53*
33	CC(=O)C[C@H]1c2cc(C(F)(F)F)ccc2S(=O)(=O)N1c1ccc(N(C)C)cc1	9	-6	8	-9
34	C[C@H](CO)N1C[C@H](C)[C@H](CN(C)C(=O)Nc2ccc(C(F)(F)F)cc2)Oc2c(NC(=O)c3cnccn3)cccc2C1=O	-9	5	1	1
35	COc1ccc(C(=O)NC(=S)Nc2ccc(CN3CCOCC3)cc2)cc1Cl	0	-1	-9	10
36	CCN(CC)S(=O)(=O)c1ccc(NC(=O)COC(=O)c2c[nH]c(=O)[nH]c2=O)cc1	0	10	x	0

entry	E-selectin induc	Xi reactivation	RAD52 anneal inh	FN deposition inh
25	0.1	-0.4	-6	-8
26	-0.2	0.0	-15	-2
27	0.5	0.2	4	11
28	7.7	0.1	-20	-6
29	0.0	0.1	-6	-1
30	x	0.2	-1	-4
31	0.0	0.2	0	-7
32	0.0	-0.1	-12	2
33	0.0	0.0	-9	2
34	x	4.4	-11	-3
35	x	0.1	-24	-11
36	1.1	0.0	19	7

# The results go on.
entry	Compound	S100A4 inh HTS	RAD54 inh	esBAF inh	EWS-Fli block
37	COc1ccccc1C1CCN(C(=O)c2ccco2)CC1	-12	-10	4	6
38	O=C1N=C(N2CCCCC2)S/C1=C\c1ccc(Cl)cc1	-3	0	29	-74
39	O=C(C(=O)N1CCN(c2ccccc2Cl)CC1)c1c[nH]c2ccccc12	-3	0	7	x
40	CC(Oc1ccc2c(-c3ccccc3)cc(=O)oc2c1)C(=O)NCCCN1CCOCC1 (configuration not stated)	-2	-6	-1	x
41	CC(C)NC(=O)N(C)C[C@H]1OCCCC[C@@H](C)Oc2ccc(NC(=O)C3CCCCC3)cc2C(=O)N([C@H](C)CO)C[C@@H]1C	-6&12&-19	3&3	-4&-1	-7
42	CC(C)[C@H](NC(=O)c1ccccc1)C(=O)OCC(=O)c1c(N)n(C)c(=O)n(C)c1=O	-4	2	-3	7
43	C[C@H]1CN([C@@H](C)CO)C(=O)Cc2cc(NC(=O)Nc3ccc(C(F)(F)F)cc3)ccc2O[C@@H]1CN(C)CC1CCCCC1	22	4	6	-15
44	Cc1cccnc1NC(=O)Cn1nc([N+](=O)[O-])cc1C	-7	6	-4	-7
45	CCOc1ccc(NC(=O)CN(C)C(=O)Cc2c[nH]c3ccccc23)cc1OCC	7	x	-2	9
46	CC(=O)Nc1ccc(-c2csc(NC(C)c3ccccc3)n2)cc1 (configuration not stated)	-1	x	x	-6
47	N#C[C@@H]1[C@@H](c2ccc(C#CC3CCCC3)cc2)[C@@H](CO)N1C(=O)Cc1ccccn1	15	x	x	-6
48	COc1ccc(Cc2c(-c3ccc(C)cc3)nc3ccc(Cl)cn23)c(C)c1	9	0	65*	-114

entry	E-selectin induc	Xi reactivation	RAD52 anneal inh	FN deposition inh
37	1.1	0.0	-12	-11
38	x	0.0	-6	2
39	x	0.0	-13	0
40	-0.1	0.0	-9	3
41	-0.4	-0.1&0.1	-13&-14&-14	0&-3
42	-0.3	0.0	-11	1
43	-0.5	-0.1	-21	x
44	0.0	0.0	-10	6
45	-1.6	-0.1	-6	3
46	x	0.0	-5	0
47	0.0	-0.1	-15	15
48	-0.1	0.1	-52	2

# Further results follow.
entry	Compound	S100A4 inh HTS	RAD54 inh	esBAF inh	EWS-Fli block
49	O=C(Nc1ccccc1N1CCCC1)c1ccc(Cl)cc1Cl	-1	x	x	11
50	CC(=O)N(C)C[C@H]1Oc2cc(C#CCN(C)C)ccc2S(=O)(=O)N([C@@H](C)CO)C[C@@H]1C	9	0	5	-2
51	COC(=O)CSc1ccnc2cc(Cl)ccc12	5	x	x	3
52	CN(C)/C=N/c1nc(Sc2ccc(C(F)(F)F)cc2[N+](=O)[O-])n[nH]1	5	x	x	6

entry	E-selectin induc	Xi reactivation	RAD52 anneal inh	FN deposition inh
49	x	0.2	-4	-10
50	0.3	-0.9	-13	1
51	6.2	0.3	1	-6
52	0.6	0.1	-6	-7

# Looked up above.
# FN deposition inh, entry 39 reads 0
# FN deposition inh, entry 37 reads -11
# esBAF inh, entry 22 reads -1
# S100A4 inh HTS, entry 46 reads -1
# S100A4 inh HTS, entry 5 reads -2

# Bioassay records as filed in PubChem BioAssay.

# Outcome played no part in choosing rows. Share with any hit: about 3%.
